S100A4 MyoIIA – inhibitors of S100A4-myosin IIA peptide binding, primary screen, biochemical, fluorescence polarization, TAMRA-MyoIIA peptide; Protein S100-A4 (Homo sapiens), P26447; inhibition, % at 10.7 µM; 360,000 compounds, 0.14% hits;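 active means mean inhibition of at least 70% across replicates, with every replicate also reaching that level; inconclusive means mean inhibition reaches 70% but some replicates fall short; inactive means mean inhibition below 70%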
Target sequence (P26447 whole entry, looked up): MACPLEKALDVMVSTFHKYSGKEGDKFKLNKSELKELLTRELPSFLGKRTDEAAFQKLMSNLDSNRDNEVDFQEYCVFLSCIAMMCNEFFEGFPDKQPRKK
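Test system – S100A4 monomer (human) · Compound – single-point compound testing · Schedule – 5 min incubation before reading · Probe or stimulus – TAMRA-labelled myosin IIA heavy-chain peptide probe, 5 nM · Benchmarks – neutral control DMSO, positive control TFP · Medium – Calcium-containing HEPES buffer, pH 7.2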
Cneo AK release – Cryptococcus neoformans cell lysis inducers, primary screen, AK release luminescence, single concentration; 360,000 compounds, 0.2% hits; lysis activity, % at 15 µM; C. neoformans lysis, adenylate kinase release luminescence, 4 h; normalised: neutral wells 0, clomiphene wells 100;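 active means mean lysis activity across replicates of at least 80%, whatever share of replicates individually reach that level; inactive means mean lysis activity below 80%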
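Test system: log-phase Cryptococcus neoformans yeast cells. Input: 5 × 10^6 yeast cells/mL. Medium: fresh YPD growth medium. Doses: single dose. Incubation: static 4 h at 37 °C with compound, 1 h detection. Measured by: luminescent adenylate kinase detection reagent. Read-out: signal increase indicating cell lysis. Benchmarks: Clomiphene.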
LGR2 antag – inhibitors of bursicon-induced LGR2 CRE-luciferase signal, primary screen, cell-based, HEK293, CRE-luciferase reporter, bursicon stimulation; inhibition, % at 9.99 µM; bursicon-stimulated, 4 h; 380,000 compounds, 0.35% hits; AID 720647, 2013; Drosophila bursicon receptor LGR2 (rickets);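 active means drop in luminescence signal, shown as inhibition above about 50% in the replicate tests, limit read from the data, passing the limit was not always enough; inconclusive means probably only some replicates passing the limit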;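 further: agonist challenge used bursicon conditioned medium at about half maximal strength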
PGC1a acetyl inh – inhibitors of PGC1a acetylation signal, primary screen, cell-based, U2OS, AlphaScreen, inhibitor mode | AlphaScreen anti-acetyl-lysine; with virally co-expressed GCN5 acetyltransferase | 350,000 compounds, 0.17% hits | inhibition, % at 15.6 µM | AID 651687, 2012;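 active means every replicate shows inhibition of at least 40%; inconclusive means mean inhibition at least 40% but some replicate below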;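 further: 0% = neutral control wells and 100% = positive control wells; some results beyond the cut were filed as inactive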
SIRT5 block – SIRT5 desuccinylase inhibitors, primary screen, biochemical, fluorescence imaging, single point, set 5; Purified SirT5, succinyl-peptide AMC, trypsin-coupled fluorescence; 330,000 compounds, 1.1% hits; inhibition, % at 15 µM; in the data active means inhibition above about 15%; inconclusive means no clear call, values can overlap the other calls
Target sequence (Q9NXA8 whole entry, looked up): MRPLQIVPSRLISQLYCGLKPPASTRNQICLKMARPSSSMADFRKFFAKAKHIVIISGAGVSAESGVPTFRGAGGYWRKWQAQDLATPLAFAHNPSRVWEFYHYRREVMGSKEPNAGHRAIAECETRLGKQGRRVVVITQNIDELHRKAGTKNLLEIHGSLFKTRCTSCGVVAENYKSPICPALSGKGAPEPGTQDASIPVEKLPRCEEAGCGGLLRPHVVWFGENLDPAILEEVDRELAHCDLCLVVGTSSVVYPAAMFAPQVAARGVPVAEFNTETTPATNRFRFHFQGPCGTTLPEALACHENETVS
Xi reactivation – activators of inactive X chromosome reactivation, primary screen, imaging, XiGFP fibroblasts, GFP high-content imaging, set 2; XiGFP mouse fibroblasts, % GFP-positive cells imaging, 3 d; cells co-treated with 5-aza-dC sensitizer; scaled so ellipticine positive control = 100%; AID 743238, 2013; activation, % at 7.58 µM; 360,000 compounds, 0.055% hits;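 active means mean normalized replicate activation at least 10% and every replicate at or above 10%; inconclusive means only one of the two criteria met; inactive means mean below 10% and not all replicates reach 10%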;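 further: 0% = median of on-plate neutral control wells and 100% = ellipticine 6 µM median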
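System: XiGFP fibroblasts, SV40-immortalized. Medium: DMEM plus 5-aza-dC sensitizer. Doses: single point. Timing: 3 d treatment, 15 min room-temperature fixation. Control set: ellipticine 6 µM.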
ERAP1 HTS inh – human ERAP1 aminopeptidase inhibitors, primary screen, biochemical, single point, plate reader | Endoplasmic reticulum aminopeptidase 1 (Homo sapiens), Q9NZ08 | recombinant ERAP1, Leu-AMC fluorescence, 60 min | inhibition, % at 10.7 µM | 340,000 compounds, 0.15% hits;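 active means mean replicate inhibition of at least 30%, or all replicates individually reaching that 30% level; inactive means mean below 30% and not every replicate reaching it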;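 further: 0% = neutral control wells and 100% = L-leucinethiol positive control wells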
Statin myotox sup – suppressors of statin myotoxicity in C2C12 myotubes, primary screen, cell-based, single point, plate reader. rescue of ATP level, % at 7.49 µM. 330,000 compounds, 0.78% hits. AID 602340, 2012. C2C12 myotubes + simvastatin, ATP luminescence, 48 h; scaled: DMSO 0, geranylgeraniol control 100;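 active means mean ATP rescue above about 67%, or every replicate alone reaching that limit, limit read from the data, passing the limit was not always enough; inconclusive means no clear call, values can overlap the other calls; inactive means mean under the limit and some replicate under it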;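 further: myotubes were challenged with 10 µM simvastatin during compound exposure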
* marks the source's active call; other numbers are inactive results; u = inconclusive; x = not tested or not shown; & = joins results of further samples.

SMILES	S100A4 MyoIIA	Cneo AK release	LGR2 antag	PGC1a acetyl inh	SIRT5 block	Xi reactivation	ERAP1 HTS inh	Statin myotox sup
CCn1cc(C(=O)N[C@@H](CCSC)C(=O)NCCCn2ccnc2)c(=O)c2cc3c(cc21)OCO3	4	0	10	-4	-1	0.1	-1	7
CNNC(=S)Nc1cccc(C(F)(F)F)c1	-1	-2	x	-14	-3	0.0	-3	x
C/C=C/c1cnc2c(c1)C(=O)N([C@@H](C)CO)C[C@H](C)[C@H](CN(C)S(=O)(=O)c1ccccc1F)O2	8	-4	-5	0	7	-0.9	-1	0
Cc1ccc(S(=O)(=O)Cn2nnnc2C(C(C)C)N2CCC(C(N)=O)CC2)cc1 (centres undefined)	-2	3	3	-6	-2	0.0	7	-29
Cc1ccc(F)c(S(=O)(=O)NC(=O)C2(C)CCN2C(=O)c2ccco2)c1 (centres undefined)	-1	0	0	3	-1	-0.1	-3	7
NS(=O)(=O)c1ccc(CCNC(=O)CN2C(=O)COc3ccc(S(=O)(=O)N4CCCC4)cc32)cc1	0	3	12	0	-1	0.0	-3	1
N#C/C(=C(/O)COC(=O)c1cccnc1Cl)c1nc2ccccc2[nH]1	2	x	-8	4	-4	0.1	1	x
COc1ccc(O[C@H]2C=C[C@@H](c3ccccc3)O[C@@H]2CO/N=C(\C)CCN2CCCCc3nc(C)c(C)cc32)cc1	-8	x	-5	x	-3	0.0	-1	x
O=C(/C=C1\SC(=O)N(CC(=O)Nc2ccc(F)cc2)C1=O)Nc1ccc(Cl)cc1	-13	x	-50	x	-4	0.2	3	x
O=C(NCc1ccc(F)cc1)c1ccc(NC(=O)C2CCCO2)cc1 (centres undefined)	-5	1	-7	6	-8	0.4	3	3
COc1ccc(C=NCC2COc3ccccc3O2)cc1OC (centres undefined)	-6	1	9	8	-2	x	0	13
COc1ccc(/C=N/NC(=O)Cc2cc(OC)c(OC)cc2[N+](=O)[O-])cc1	-1	-1	-3	6	5	0.0	0	1
CCOC(=O)CC1(C)OCC(C[N+]2(C)CCCCC2)O1 (centres undefined)	1	x	-15	x	-1	0.1	96*	x
O=C(C[C@@H]1CC[C@H]2[C@@H](COC[C@@H](O)CN2S(=O)(=O)c2ccc(Cl)cc2)O1)NCCN1CCCC1	2	-4	-23	-5	0	-0.1	2	-10
CCCCC(=O)Nc1cc(Cl)ccc1C(=O)O	0	-2	27	13	1	0.0	-2	-5
Cc1ccc(F)cc1NC(=O)N1CCN(c2ccnc3cc(Cl)ccc23)CC1	-2	-1	5	6	4	0.1	x	x
CC(=O)N1CCN(c2ccc(NC(=S)NC(=O)/C=C/c3ccccc3)cc2)CC1	-1	x	-5	x	2	0.1	-2	x
COc1ccc(CCNC(=O)C(=O)NCC2OCCN2S(=O)(=O)c2ccc(OC)c(OC)c2)cc1OC (centres undefined)	1	3	-8	2	2	1.3	-4	14
CCCN(C)C[C@@H]1Oc2ncc(-c3ccc(F)cc3)cc2C(=O)N([C@H](C)CO)C[C@@H]1C	19	-3	-3	-3	1	0.2	1	5
CC(C)Cn1cnc2c(SCc3ccccc3F)nc(N)nc21	-1	-14	x	-16	x	0.0	2	-1
O=C(NCC[C@H]1CC[C@@H](NC(=O)C2CC2)[C@H](CO)O1)Nc1ccc(Cl)cc1	0	-4	-15	0	-2	-0.3	0	-6
Cc1ccccc1NC(=O)Nc1nc(C(N)Cc2ccccc2)cs1 (centres undefined)	-9	6	12	-11	-1	0.1	3	1
COc1ccc(N2C3=C(C(=O)CC(C)(C)C3)C(c3cnn(C)c3)C3=C2CC(C)(C)CC3=O)cc1	-3	0	-4	-6	-14	0.0	-138	x
CCOc1ccc(NC(=O)CN2CCN(CC(=O)Nc3ccccc3OC)CC2)cc1	-1	2	-21	-4	-2	0.0	-2	2
Cc1sc2nc(CSCC(=O)Nc3ccc(Cl)cc3F)[nH]c(=O)c2c1C	-4	-1	-11	6	-8	0.0	-2	4

Going on with the list:
SMILES	S100A4 MyoIIA	Cneo AK release	LGR2 antag	PGC1a acetyl inh	SIRT5 block	Xi reactivation	ERAP1 HTS inh	Statin myotox sup
O=C(c1ccc(F)cc1)N1CC(=O)N2[C@H](CO)[C@@H](c3ccc(/C=C/c4ccccc4)cc3)[C@H]2C1	-4	x	-5	-19	0	0.1	3	x
C[C@H]1CN([C@@H](C)CO)S(=O)(=O)c2ccc(-c3cccnc3)cc2O[C@H]1CN(C)C(=O)c1cccc(F)c1	-2	4	9	-2	1	-1.1	-2	-17
O=C(NCCc1ccccc1)C(=O)NCC1OCCCN1S(=O)(=O)c1cccs1 (centres undefined)	-3	-3	9	x	2	0.1	0	-3
CCOCCCn1c(=NC(C)=O)c(C#N)cc2c(=O)n3cccc(C)c3nc21	-12	-2	9	13	-51	u	-303	x
c1ccc(-c2csc(N3CCSCC3)n2)cc1	1	x	-18	-3	1	-0.1	-1	x
COCCNC(=O)c1cc2c(c(-c3cccc(-c4cccc(F)c4)c3)n1)[C@@H](CCO)N(S(=O)C(C)(C)C)C2 (some centres undefined)	0	3	x	x	-4	x	-10	x
Cc1cc(C)n(CCNC(=O)c2cc(COc3ccc(F)cc3Cl)on2)n1	-7	x	2	x	-4	0.0	-2	x
C[C@@H]1CN([C@@H](C)CO)C(=O)c2cccc(NC(=O)Nc3ccc(C(F)(F)F)cc3)c2O[C@@H]1CN(C)S(C)(=O)=O	-2	-5	19	3	0	-0.7	-1	6
CCCNC(=O)N[C@@H]1CC[C@@H](CC(=O)NCCc2ccccc2)O[C@H]1CO	-4	3	10	-1	0	-0.5	-2	10
C[C@@H]1CCCCO[C@@H](CN(C)S(=O)(=O)c2cccs2)[C@H](C)CN([C@H](C)CO)C(=O)c2cc(NS(=O)(=O)c3ccccc3)ccc2O1	5	-3	1	-11	5	0.1	1	x
Cc1ccc(SCC(=O)c2c(C)nc3ccccn23)cc1	-16	x	-29	6	-1	0.0	-1	x
COC(=O)[C@H]1Cc2cnoc2C[C@]1(C)C(=O)O	x	-3	-3	-1	x	-0.1	x	x
Cc1ccc(-c2noc(CCC(=O)N3CCN(c4cc(C)ccc4C)CC3)n2)cc1	-2	4	-4	-5	-8	0.0	-2	10
COc1cccc(C(=O)N2C[C@@H]3[C@H](c4ccccc42)[C@@H](CO)N3C(C)=O)c1	-2	-3	5	3	-9	0.2	0	-11
CCOc1ccc(C(=O)/C=C/Nc2ccc(S(=O)(=O)Nc3cc(C)nc(C)n3)cc2)cc1	-5	x	3	x	-7	0.3	1	x
CCNC(=O)C[C@@H]1CC[C@@H]2[C@H](COc3ccc(NC(=O)c4cscn4)cc3C(=O)N2C)O1	12	2	-1	2	-1	0.0	1	-16
CCCN(CC1CC1)C(=O)COC(=O)c1ccc(C)cc1O	2	3	x	0	x	0.3	1	0
Cc1nc(-c2ccc(NC(=O)c3ccc(Br)o3)cc2)cs1	-1	-15	16	-29	2	0.0	2	-44
Cc1cc(C)c(NC(=O)COc2nc3ccccc3nc2C)c(C)c1	-6	x	1	-2	0	0.0	3	7
CCOC(=O)c1cc(C(=O)NN)c(=O)[nH]c1C	0	-2	-15	7	2	0.0	-2	-8
O=C(NC[C@H]1[C@@H](c2ccccc2)[C@H](CO)N1C(=O)Cc1cccnc1)C1CC1	2	4	5	5	2	0.2	2	-3
COc1ccc(NC(=O)CS(=O)(=O)c2ccc(C)cc2)c(OC)c1	11	1	-4	6	x	0.2	1	29
Cc1ccc(NC(=O)CCS(=O)(=O)c2ccc3c(c2)NC(=O)C(C)S3)cc1Cl (centres undefined)	8	0	5	x	0	0.0	3	-11
COCc1cn(CC[C@@H]2CC[C@H](NC(=O)c3ccc(F)cc3)[C@@H](CO)O2)nn1	2	3	7	-8	1	0.1	-1	-3
CN(C)S(=O)(=O)Oc1ccc(C(=O)Nc2cccc(C(F)(F)F)c2)cc1	-1	x	-5	x	5	0.3	-1	x

Going on with the list:
SMILES	S100A4 MyoIIA	Cneo AK release	LGR2 antag	PGC1a acetyl inh	SIRT5 block	Xi reactivation	ERAP1 HTS inh	Statin myotox sup
O=C(NNC(=O)c1cccc(O)c1)Nc1ccc([N+](=O)[O-])cc1	-2	x	0	1	2	0.2	-1	x
Cc1ccc(Cl)c(NC(=O)CN2CCNC(=O)C2)c1Cl	4	-13	2	7	-15	0.3	-2	9
C[C@H](CO)N1C[C@H](C)[C@@H](CN(C)C)Oc2ccc(NC(=O)Nc3ccccc3)cc2CC1=O	-4	-1	-9	5	-3	-0.1	4	-27
COCC(=O)N1CCCCN2[C@H](CO)[C@@H](c3ccc(-c4ccc(F)cc4)cc3)[C@H]2C1	-2	1	3	16	-2	0.0	-2	x
CO[C@@H]1CN(C)C(=O)c2ccc(NC(=O)C3CC3)cc2OC[C@H](C)N(C(=O)c2ccncc2)C[C@H]1C	15	81*	0	9	0	0.5	8	-10
COc1ccccc1NS(=O)(=O)c1ccc2c(c1)N(C(C)=O)CC(C)S2 (centres undefined)	11	0	-3	x	0	0.0	-2	-5
CCCCCCN1CCN(C2CN(Cc3cn(Cc4cc(C)cc(C)c4)nn3)S(=O)(=O)C2)CC1 (centres undefined)	-2	x	-8	x	-2	-0.1	-3	x
O=C(CSc1ccc(-c2ccco2)nn1)Nc1cccc(F)c1	30	-2	4	0	1	0.5	-1	-7
CCC(=O)N(C)C[C@@H]1Oc2cc(C#CCN(C)C)ccc2S(=O)(=O)N([C@@H](C)CO)C[C@H]1C	5	-1	1	9	0	-0.6	0	-1
C[C@H](CO)N1C[C@H](C)[C@@H](CN(C)C(=O)Nc2ccc(C(C)(C)C)cc2)OCc2cnnn2CCCC1=O	-1&6	0&-2	-13&-7	-3&-1	2&-1	0.1&0.0	-5&0	-6&-21
COc1cc(OC)cc(C(=O)OCC(=O)NC(c2ccccc2)c2ccccc2)c1	-4	5	-10	3	2	0.2	2	-23
CNC(=S)NNC(=O)CNc1ccc(C)c(Cl)c1	-13	x	-12	x	5	0.0	2	x
C[C@H](CO)N1C[C@H](C)[C@@H](CN(C)S(=O)(=O)c2ccccc2)Oc2ccc(NC(=O)Nc3ccccc3)cc2CC1=O	2	3	-7	-8	-3	-0.1	-3	-21
CCOC(=O)C1=C(COC(=O)[C@@H](NC(=O)c2cccc(C)c2)C(C)C)NC(=O)NC1C (some centres undefined)	-6	-1	-6	4	x	0.0	-4	1
COC(=O)C(C(=O)OC)c1ccccc1NS(=O)(=O)c1ccc(C)cc1	1	x	7	x	-2	x	1	x

Records above printed as active in ERAP1 HTS inh:
| molecule | S100A4 MyoIIA | LGR2 antag | PGC1a acetyl inh | SIRT5 block | ERAP1 HTS inh |
| --- | --- | --- | --- | --- | --- |
| CCOC(=O)CC1(C)OCC(C[N+]2(C)CCCCC2)O1 (centres undefined) | 1 | -15 | x | -1 | 96* |

Only part of the results is shown; the hit share may differ from the screen's.
